PGE2 EP2 inh = EP2 receptor (human) inhibition. P43116. C6 glioma cells expressing human EP2, cAMP TR-FRET; cells stimulated with saturating PGE2. inhibition, % at 25 µM. 260,000 tested, 0.52% active. AID 1422;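 active = percent inhibition above 40 after rounding to a whole number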;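 also: rat C6 glioma host cells with rolipram phosphodiesterase inhibitor present; the protocol text gives 20 µM as final concentration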
Target sequence (P43116 whole entry, looked up): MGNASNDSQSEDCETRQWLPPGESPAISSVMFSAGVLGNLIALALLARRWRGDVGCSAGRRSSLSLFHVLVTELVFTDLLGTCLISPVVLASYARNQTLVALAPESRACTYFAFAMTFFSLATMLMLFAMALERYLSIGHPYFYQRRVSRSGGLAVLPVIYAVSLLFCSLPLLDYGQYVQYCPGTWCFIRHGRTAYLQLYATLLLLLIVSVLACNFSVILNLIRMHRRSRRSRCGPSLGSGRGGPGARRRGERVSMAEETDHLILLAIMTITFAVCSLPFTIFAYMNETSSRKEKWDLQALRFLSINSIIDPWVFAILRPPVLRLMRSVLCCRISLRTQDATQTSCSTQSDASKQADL
EP2 mod = modulates human prostaglandin E2 receptor EP2 signaling. induction, % at 25 µM. 260,000 tested, 0.83% active. EP2-expressing cells, cAMP HTRF FRET, PGE2 co-stimulation. P43116;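 active = compounds whose cAMP rise, as percent of the full-agonist control response, exceeds 60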;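 also: rat C6 glioma line stably carrying human EP2 under a CMV promoter; the protocol text gives 20 µM as final concentration; 100% = response of wells given 1 µM PGE2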
An asterisk follows results filed as active; & = joins results of further samples. A portion of the library (hit frequency here may not be typical).

`CCOc1ccc2[nH]c(=O)c(C(c3nnnn3CCOC)N3CCC(C)CC3)cc2c1` (centres undefined) gave PGE2 EP2 inh 14.0 and EP2 mod -9.7.
Cc1ccc(-n2c(SCC(=O)N3CCCCC3)nnc2-c2ccncc2)cc1 was read as PGE2 EP2 inh 11.3 and EP2 mod 1.3.
`Cc1ccccc1NC(=O)c1c([N+](=O)[O-])cnn1C` gave PGE2 EP2 inh 15.8 and EP2 mod -16.0.
For CCC(c1nnnn1Cc1cccs1)N1CCC(C(N)=O)CC1 (centres undefined) the results were PGE2 EP2 inh 8.2 and EP2 mod -8.5.
Screening COCCn1c(SCC(=O)NCc2ccc3c(c2)OCO3)nnc1C(C)C returned PGE2 EP2 inh 2.9 and EP2 mod -72.5.
COc1cc2[nH]c(=O)c(C(=O)NCCO)c(O)c2cc1OC was read as PGE2 EP2 inh 2.2 and EP2 mod -3.1.
Screening CC1CCN(c2nc3c(c(=O)[nH]2)CN(Cc2cccnc2)CC3)CC1 returned PGE2 EP2 inh 6.0 and EP2 mod 8.5.
`O=C(CCC1CCCC1)N1CCN(C(=O)c2cccc(Cl)c2)CC1` gave PGE2 EP2 inh 7.2 and EP2 mod -21.9.
Screening Cc1cccc2cc(CN(Cc3cccs3)Cc3nnnn3C3CCCCC3)c(=O)[nH]c12 returned PGE2 EP2 inh 2.9 and EP2 mod 70.9*.
Screening O=C(CN1CCCC1)Nc1ccccc1F returned PGE2 EP2 inh 17.5 and EP2 mod 0.8.
CC(=O)Nc1ccc(NC(=O)CSc2nnc(-c3ccco3)n2C)cc1 was read as PGE2 EP2 inh 6.9 and EP2 mod -29.0.
Screening CCn1cc(C(=O)NCCc2cccc(C)c2)c(=O)c2ccc(C)nc21 returned PGE2 EP2 inh 12.0 and EP2 mod 44.9.
`Cn1c2ccccc2n2c(=O)n(CC(=O)N3CCCCC3)nc12` gave PGE2 EP2 inh 5.9 and EP2 mod -61.4.
Screening Cc1cccc2cc(CN(CC3CCCO3)C(=S)NCCc3ccccc3)c(=O)[nH]c12 (centres undefined) returned PGE2 EP2 inh 8.0 and EP2 mod -18.3.
Screening COc1ccc(S(=O)(=O)N2CCC(C(=O)Nc3cccc(Cl)c3Cl)CC2)cc1 returned PGE2 EP2 inh 11.1 and EP2 mod -74.1.
Screening Cc1ccc(-c2cc(N)c(=O)n(CC(=O)N3c4ccccc4CC3C)n2)o1 (centres undefined) returned PGE2 EP2 inh 9.3 and EP2 mod -87.0.
`CC(C)(C)C(=O)N1CCCc2cc(C(O)CN3CCCC3)ccc21` (centres undefined) gave PGE2 EP2 inh 6.1 and EP2 mod -32.1.
CCc1n(CC)c2ccccc2[n+]1CC(O)COc1cccc(OC)c1 (centres undefined) was read as PGE2 EP2 inh 10.2 and EP2 mod -5.0.
`CCOC(=O)C1=C(C)N(CCOC)C(=O)/C1=C\c1cccc(OC)c1` gave PGE2 EP2 inh 8.7 and EP2 mod -46.6.
For O=C(NC1CCCC1)c1nc2ncccn2n1 the results were PGE2 EP2 inh 3.8 and EP2 mod 6.4.
`O=C(c1cc(S(=O)(=O)N2CCCCC2)ccc1Cl)N1CCOCC1` gave PGE2 EP2 inh 15.3 and EP2 mod -13.8.
For COc1ccccc1CC(=O)N(C)c1nc2c(s1)CCc1occc1-2 the results were PGE2 EP2 inh 12.7 and EP2 mod -16.1.
`CCc1nn(CC(=O)N2CC(C)CC(C)C2)c(=O)c2cc3oc(C)cc3n12` (centres undefined) gave PGE2 EP2 inh 7.3 and EP2 mod -24.4.
Screening Cc1occc1-c1nnc(SCC(=O)NC2CCCC2)n1C returned PGE2 EP2 inh 12.4 and EP2 mod 0.6.
`CCOC(=O)c1sc(NC(=O)COc2ccc(Cl)c(C)c2)c(C#N)c1C` gave PGE2 EP2 inh 20.4 and EP2 mod 6.8.
For C=C1C(=O)O[C@@H]2C[C@@]3(C)CCC[C@H](C)C3=C[C@H]12 the results were PGE2 EP2 inh 11.8 and EP2 mod 10.1.
For COCCCn1nnnc1SCC(=O)Nc1cccc(F)c1 the results were PGE2 EP2 inh 10.0 and EP2 mod 6.6.
Screening CCn1c(=O)n(CC(=O)NCc2ccccc2F)c2cccnc21 returned PGE2 EP2 inh 6.7 and EP2 mod -41.1.
For COc1ccccc1NC(=O)N(CCCO)Cc1cc2cc(C)ccc2[nH]c1=O the results were PGE2 EP2 inh 11.9 and EP2 mod -13.8.
`COc1ccc(C(=O)OCCC2CCC[N+]3(C)CCCCC23)cc1OC` (centres undefined) gave PGE2 EP2 inh 5.1 and EP2 mod -0.8.
Screening COCCCNC(=S)N1CCC(C(=O)c2ccc(C)cc2)CC1 returned PGE2 EP2 inh 13.6 and EP2 mod -42.0.
Screening O=C(/C=C/c1ccco1)Nc1cc(Br)c(O)c(Br)c1 returned PGE2 EP2 inh 9.8 and EP2 mod -23.7.
O=c1[nH]c2ccc(S(=O)(=O)NC3CCCCC3)cc2[nH]1 was read as PGE2 EP2 inh 5.8 and EP2 mod -26.6.
Screening COCCOC(=O)CSc1nc2cc(C)ccc2cc1C#N returned PGE2 EP2 inh 10.9 and EP2 mod 14.8.
CS(=O)CCNC(=O)CN1N=C(c2ccccc2)Cn2c(cc3ccccc32)C1=O (centres undefined) was read as PGE2 EP2 inh 7.2 and EP2 mod -27.9.
Cc1[nH]c2c(C)ccc(C)c2c1CC(=O)O was read as PGE2 EP2 inh 8.8 and EP2 mod 1.6.
For CCCN1CCN(C(c2cc3cc4c(cc3[nH]c2=O)OCO4)c2nnnn2C2CCCCC2)CC1 (centres undefined) the results were PGE2 EP2 inh 18.0 and EP2 mod -6.8.
Screening Cc1cc(C)c2nc(NC(=O)c3ccc(N)cc3)sc2c1 returned PGE2 EP2 inh 22.0 and EP2 mod -48.7.
`Cc1ncn(-c2ccccc2O)c1C` gave PGE2 EP2 inh 8.1 and EP2 mod -6.4.
`Cc1nn(C)c(C)c1NC(=O)Cn1nc2c3ccccc3nc(Cc3ccccc3)n2c1=O` gave PGE2 EP2 inh 7.6 and EP2 mod -28.7.
`COc1ccc(C2(NC(=O)c3cc(-c4c(C)nn(C)c4C)n[nH]3)CCCC2)cc1` gave PGE2 EP2 inh 6.7 and EP2 mod -84.5.
`COc1cccc(OCC2CCCN(S(=O)(=O)c3cn(C)nc3C)C2)c1` (centres undefined) gave PGE2 EP2 inh 3.0 and EP2 mod -39.0.
Screening COc1ccc(OC)c(C2NC(=O)NC(C)=C2C(=O)OC(C)(C)C)c1 (centres undefined) returned PGE2 EP2 inh 11.8 and EP2 mod -73.9.
O=C(O)C1CCCN1C(=O)c1ccccc1Cl (centres undefined) was read as PGE2 EP2 inh 7.5 and EP2 mod -9.7.
Screening CC(C)OCC(O)Cn1c(NCCc2ccccc2)nc2c1c(=O)[nH]c(=O)n2C (centres undefined) returned PGE2 EP2 inh 7.7 and EP2 mod -38.5.
Cc1cc(C)c2nc(NC(=O)c3cccnc3)sc2c1 was read as PGE2 EP2 inh 12.9 and EP2 mod -77.5.
COc1cccc(NC(=O)C2CCN(C(=O)c3ccccc3Cl)CC2)c1 was read as PGE2 EP2 inh 8.1 and EP2 mod -31.9.
`CCOC(=O)c1ccc(NC(=O)CSc2nnc(-c3ccoc3C)n2C)cc1` gave PGE2 EP2 inh 8.0 and EP2 mod -22.2.
`O=C(NCCO)C(=O)NCC1COc2ccccc2O1` (centres undefined) gave PGE2 EP2 inh 6.6 and EP2 mod -12.4.
For CCCN1CC=C2C(C#N)=C(N)C(C#N)(C#N)C(CC)C2C1 (centres undefined) the results were PGE2 EP2 inh 16.0 and EP2 mod -11.1.
For Cc1cc(C)c2c(N)c(C(=O)Nc3cc(Cl)ccc3C)sc2n1 the results were PGE2 EP2 inh 12.8 and EP2 mod 1.4.
Fc1cccc(CN(CCCn2ccnc2)Cc2cnc(N3CCCCC3)nc2)c1 was read as PGE2 EP2 inh 10.4 and EP2 mod -8.8.
Screening Cc1nc2sc3c(c2c2nnc(SCC(=O)Nc4ccccc4F)n12)CCCC3 returned PGE2 EP2 inh 6.3 and EP2 mod 38.8.
Fc1ccc(NCc2n[nH]c(=S)n2CC2CCCO2)cc1 (centres undefined) was read as PGE2 EP2 inh 2.8 and EP2 mod 12.2.
For Cc1cc2cc3c(cc2nc1SCC(=O)NNC(=O)C(C)C)OCCO3 the results were PGE2 EP2 inh 7.4 and EP2 mod -1.8.
`CCC(CN1CCC(C)CC1)NC(=O)C1(c2ccccc2)CCOCC1` (centres undefined) gave PGE2 EP2 inh 4.3 and EP2 mod -33.1.
For CCc1ccc2[nH]c(=O)c(CN(Cc3ccccc3)C(CC)c3nnnn3C(C)(C)CC)cc2c1 (centres undefined) the results were PGE2 EP2 inh 7.7 and EP2 mod -16.2.
For Cn1cnc([N+](=O)[O-])c1[Se]c1nc(N)nc2c1ncn2[C@H]1O[C@@H](CO)[C@H](O)[C@H]1O the results were PGE2 EP2 inh 42.2* and EP2 mod 0.8.
Screening CC(NC(=O)Cn1cc(C(=O)c2cccs2)c2ccccc21)c1ccccc1 (centres undefined) returned PGE2 EP2 inh 13.4 and EP2 mod -18.8.
Screening COc1cc2c(cc1OC)C(c1ccccc1)N(Cc1cnc(N(C)C)nc1)CC2 (centres undefined) returned PGE2 EP2 inh 9.0 and EP2 mod -11.2.

4 compounds picked at random from those above:
O=C(O)C1CCCN1C(=O)c1ccccc1Cl (centres undefined) was read as PGE2 EP2 inh 7.5 and EP2 mod -9.7.
Screening COc1ccc(OC)c(C2NC(=O)NC(C)=C2C(=O)OC(C)(C)C)c1 (centres undefined) returned PGE2 EP2 inh 11.8 and EP2 mod -73.9.
`COc1ccc(C2(NC(=O)c3cc(-c4c(C)nn(C)c4C)n[nH]3)CCCC2)cc1` gave PGE2 EP2 inh 6.7 and EP2 mod -84.5.
`COc1cccc(OCC2CCCN(S(=O)(=O)c3cn(C)nc3C)C2)c1` (centres undefined) gave PGE2 EP2 inh 3.0 and EP2 mod -39.0.

3 structures from above, arranged by heavy-atom count, lowest first:
`COc1cccc(OCC2CCCN(S(=O)(=O)c3cn(C)nc3C)C2)c1` (centres undefined) gave PGE2 EP2 inh 3.0 and EP2 mod -39.0.
For Cn1cnc([N+](=O)[O-])c1[Se]c1nc(N)nc2c1ncn2[C@H]1O[C@@H](CO)[C@H](O)[C@H]1O the results were PGE2 EP2 inh 42.2* and EP2 mod 0.8.
Fc1cccc(CN(CCCn2ccnc2)Cc2cnc(N3CCCCC3)nc2)c1 was read as PGE2 EP2 inh 10.4 and EP2 mod -8.8.

Further results follow.
`CC1CCN(C(c2ccc(N(C)C)cc2)c2nnnn2C2CCCC2)CC1` (centres undefined) gave PGE2 EP2 inh 11.9 and EP2 mod 8.8.
CC12CCC(c3nnc(SCC(=O)Nc4cccc(Cl)c4)nc31)C2(C)C (centres undefined) was read as PGE2 EP2 inh 30.1 and EP2 mod -17.9.
CC(C)c1ncc(CNC2(c3ccc(Cl)cc3)CCC2)cn1 was read as PGE2 EP2 inh 6.6 and EP2 mod -48.4.
CC(C)NC(=O)CN1C(=O)C(C)(C)Oc2ccc(C(=O)NC3CCCCC3)cc21 was read as PGE2 EP2 inh 9.4 and EP2 mod 13.2.
`CC(C)(C)NC(=O)CSc1nc(-c2ccco2)cc(C(F)(F)F)n1` gave PGE2 EP2 inh 8.4 and EP2 mod -92.0.
`Cn1c(SCC(=O)Nc2ccc3c(c2)OCO3)nnc1-c1ccccc1` gave PGE2 EP2 inh 12.0 and EP2 mod -15.4.
For COc1ccc2nc(SCC(=O)Nc3ccccc3Cl)c(C)cc2c1 the results were PGE2 EP2 inh 11.9 and EP2 mod 10.9.
For Cc1ccc(Cn2cc(/C=C/c3nc(O)c([N+](=O)[O-])c(=O)[nH]3)c3ccccc32)cc1 the results were PGE2 EP2 inh 11.0 and EP2 mod -19.3.
For COc1ccccc1-c1cc(C(=O)NC(C)Cc2cccs2)no1 (centres undefined) the results were PGE2 EP2 inh 11.1 and EP2 mod -87.6.
`COc1ccccc1C1(O)CCN(CCNC(=O)c2ccccc2F)CC1` gave PGE2 EP2 inh 8.3 and EP2 mod -17.2.
Cc1nc2sc(C(=O)c3ccc4c(c3)OCO4)c(N)c2c(C)c1C was read as PGE2 EP2 inh 13.3 and EP2 mod -19.1.
For O=C(Cc1c(Cl)cccc1Cl)N1CCn2c(nnc2C2CC2)C1 the results were PGE2 EP2 inh -0.3 and EP2 mod -38.9.
COc1ccc(NC(=O)c2ccco2)cc1NC(=O)COc1ccc(C(C)C)cc1 was read as PGE2 EP2 inh 13.0 and EP2 mod -1.3.
CCOc1ccccc1NC(=O)CSc1nc2c(c(=O)n(C)c(=O)n2C)n1C(C)C was read as PGE2 EP2 inh 15.8 and EP2 mod -10.3.
For CC1CCCN(C(=O)C2CCN(Cc3cccnc3)CC2)C1 (centres undefined) the results were PGE2 EP2 inh 7.6 and EP2 mod -0.1.
`Cc1nnc(NC(=O)C(C)Oc2ccc(Cl)cc2C)s1` (centres undefined) gave PGE2 EP2 inh 9.2 and EP2 mod -38.7.
Screening CCc1nn(CC(=O)NCc2ccc(OC)cc2)c(=O)c2cc3oc(C)cc3n12 returned PGE2 EP2 inh 11.6 and EP2 mod -29.1.
`COc1ccc(C2(O)C3CCCC2CN(Cc2ccc4ncccc4c2)C3)cc1` (centres undefined) gave PGE2 EP2 inh 9.6 and EP2 mod -96.9.
`Cc1ccc2cc(CN(Cc3nnnn3CC3CCCO3)C3CCCC3)c(=O)[nH]c2c1C` (centres undefined) gave PGE2 EP2 inh 13.0 and EP2 mod -14.0.
Screening O=C(O)c1cc(=O)c2ccc(Cl)cc2[nH]1 returned PGE2 EP2 inh 14.2&17.2 and EP2 mod 17.9&2.7.
CC1(C)S[C@@H]2C(N3C(=O)[C@@H](c4ccccc4)NC3(C)C)C(=O)N2[C@H]1C(=O)O (some centres undefined) was read as PGE2 EP2 inh 13.6 and EP2 mod -3.1.
`COc1ccc2c(c1)OCC(Cc1ccc(OC)c(OC)c1)C2=O` (centres undefined) gave PGE2 EP2 inh 18.1 and EP2 mod -1.4.
Screening CC1=NN(c2ccc(S(=O)(=O)O)cc2)C(=O)/C1=C\c1ccc(Cl)cc1 returned PGE2 EP2 inh 42.8* and EP2 mod 50.4.
